High-throughput results (PubChem BioAssay)
DNMT1 block = inhibitors of human DNMT1 | inhibition (reported as % activation of signal), % at 10 µM | 0.83% of 360,000 active | DNMT1 molecular beacon, Hinp1I cleavage, fluorescence; in the data active means inhibition above about 50%
STEP inh = STEP (human) phosphatase inhibition. recombinant STEP, OMFP fluorogenic substrate, fluorescence. 0.25% of 360,000 active. P54829. inhibition, % at 20 µM. AID 588621;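 active means inhibition at 20 µM, scaled per plate between control wells, above about 37%, limit read from the data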;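 further: 0% = DMSO with enzyme and substrate and 100% = substrate only without enzyme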
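Measure: Control-normalized % inhibition with plate pattern correction | Test system: STEP phosphatase, cell-free reaction | Medium: pH 6.0 Bis-Tris with DTT and Tween 20 | Technique: Fluorescence, 480/540 nm | Times: Reaction 20 min, ambient temperature | Doses: Single compound dose of 20 µM, 1% DMSO final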
MT1-MMP act inh = blocks activation of human MT1-MMP; GFP/RFP ratio change, % at 20 µM; HT1080 RFP-PRO-GFP cells, GFP/RFP ratio fluorescence, overnight; percent of plate control window, DMSO zero; 0.061% of 360,000 active; P50281; AID 651647;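 active means GFP/RFP ratio change of at least 30% with cell ATP level not reduced by more than half and red fluorescence within 50% of control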; further: strong numbers were not always called active
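Read-out: GFP/RFP fluorescence ratio; Test system: RFP-PRO-GFP reporter HT1080 cells; Compound dosing: single-point 20 µM compound, 1% DMSO; Times: overnight compound exposure at 37 °C.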
LMPTP block = LMPTP (human) inhibition | recombinant LMPTP-A, OMFP fluorogenic substrate, fluorescence intensity | inhibition, % at 20 µM | 0.22% of 360,000 active | AID 651560;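 active means compounds that cut the enzyme signal by at least half of the control window in the single-dose screen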;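 further: plate controls were DMSO wells with enzyme plus substrate for no effect and substrate without enzyme for full effect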
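Test system: LMPTP-A, protein tyrosine phosphatase of low molecular weight; Input: 0.625 nM enzyme; Incubation: 50 min dark incubation at room temperature; Signal: endpoint fluorescence intensity from OMFP dephosphorylation; Read-out basis: % inhibition versus control wells.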
Rpn11 block = blocks the human proteasome subunit Rpn11 | 0.59% of 360,000 active | human 26S proteasome, Ub4-pepOG fluorescence polarization; 20S core pre-blocked with epoxomicin | calls only at 20 µM;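 active means inhibition at 20 µM, scaled to each plate's controls, above about 33%, limit read from the data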
SKN-1 block = C. elegans SKN-1 inhibition. C. elegans VP596 Pgst-4::GFP/RFP ratio, acrylamide-induced, 24 h. inhibition, % at 21.8 µM. 0.49% of 360,000 active;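 active means interference check ratio from 0.5 to 1.5 plus GFP to RFP signal ratio inhibition reaching or exceeding a fixed threshold, cut at about 30% in these data, passing the limit was not always enough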; further: some compounds called inactive have numbers as strong as hits
Scp1 inh = blocks human Scp-1 phosphatase activity. Q9GZU7. Recombinant Scp1, phosphopeptide, malachite green phosphate absorbance. inhibition, % at 20 µM. 0.88% of 340,000 active. AID 493091;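 active means inhibition above about 50% at 20 µM, limit read from the data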;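 further: plate controls were DMSO wells with enzyme for no effect and wells lacking enzyme for full effect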
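Test system: SCP-1 phosphatase catalytic domain, residues 76-261; measured by: colorimetric phosphate reagent with accelerator and stabiliser, absorbance at 630 nm; timing: enzyme reaction 45 min at room temperature, colour 5 min, stabilisation 30 min; also added: Phosphorylated 17-residue peptide substrate; compound dosing: one concentration, 20 µM, with 1.0% DMSO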
SUMO1-SIM PPI = alters human SUMO1 binding to SIM partners; P63165; SUMO1 binding to a labelled peptide, TR-FRET, 1 h; inhibition, % at 20 µM; 0.33% of 360,000 active; AID 602429; in the data active means inhibition above about 37%
Target sequence (P63165 whole entry, looked up): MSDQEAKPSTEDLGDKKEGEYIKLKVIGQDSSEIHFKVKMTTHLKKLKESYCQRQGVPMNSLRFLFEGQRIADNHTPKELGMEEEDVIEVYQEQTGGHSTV
NadD inh = NadD (S. aureus) enzyme inhibition. purified NadD enzyme, colorimetric absorbance read-out. inhibition, % at 20 µM. 0.78% of 360,000 active. AID 602399; in the data active means inhibition above about 26%; further: some compounds past the cut are filed as inactive
CendR NRP1 mod = modulators of CendR peptide binding to human neuropilin-1. O14786. FAM-RPARPAR peptide binding to NRP-1, fluorescence polarization. inhibition, % at 25 µM. 0.85% of 360,000 active;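 active means inhibition or corrected inhibition above about 18%, plus a signal ratio from 0.5 to 1.5, limit read from the data, passing the limit was not always enough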; further: strong numbers were not always called active
Target sequence (O14786 whole entry, looked up): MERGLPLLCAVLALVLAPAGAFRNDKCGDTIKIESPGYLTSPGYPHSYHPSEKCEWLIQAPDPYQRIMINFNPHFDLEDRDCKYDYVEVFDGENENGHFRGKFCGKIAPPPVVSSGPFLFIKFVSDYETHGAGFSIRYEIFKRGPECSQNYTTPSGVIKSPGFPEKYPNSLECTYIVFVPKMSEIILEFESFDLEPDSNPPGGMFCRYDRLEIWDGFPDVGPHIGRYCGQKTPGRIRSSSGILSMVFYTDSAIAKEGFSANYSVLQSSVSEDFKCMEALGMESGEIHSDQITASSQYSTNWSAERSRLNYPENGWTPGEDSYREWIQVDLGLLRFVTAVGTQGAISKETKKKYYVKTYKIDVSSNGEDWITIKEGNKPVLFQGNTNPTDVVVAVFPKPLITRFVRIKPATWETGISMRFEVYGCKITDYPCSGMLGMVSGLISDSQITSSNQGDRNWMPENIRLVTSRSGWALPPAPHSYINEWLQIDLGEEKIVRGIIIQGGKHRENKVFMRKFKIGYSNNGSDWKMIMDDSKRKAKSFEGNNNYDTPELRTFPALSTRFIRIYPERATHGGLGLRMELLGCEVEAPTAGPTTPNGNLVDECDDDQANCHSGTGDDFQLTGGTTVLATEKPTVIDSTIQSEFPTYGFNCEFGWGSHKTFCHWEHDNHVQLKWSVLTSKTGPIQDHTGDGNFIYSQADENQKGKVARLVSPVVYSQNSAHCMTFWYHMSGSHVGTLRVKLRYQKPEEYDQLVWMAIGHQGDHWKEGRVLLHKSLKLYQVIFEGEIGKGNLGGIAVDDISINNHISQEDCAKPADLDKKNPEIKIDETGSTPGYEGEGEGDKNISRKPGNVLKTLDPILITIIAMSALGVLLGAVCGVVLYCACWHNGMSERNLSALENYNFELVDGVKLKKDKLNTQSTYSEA
Active calls of the source: *; i = inactive; / = not tested or not shown.

Results follow in this order: DNMT1 block | STEP inh | MT1-MMP act inh | LMPTP block | Rpn11 block | SKN-1 block | Scp1 inh | SUMO1-SIM PPI | NadD inh | CendR NRP1 mod
[1] CCOc1cc(C)c(Cl)cc1S(=O)(=O)NCc1ccco1
→ 2 | 2 | 5 | 0.0 | i | -12 | 3 | 1 | 1 | 4
[2] COCc1cc(C)nc(OCC(=O)N/N=C/c2ccco2)c1C#N
→ -5 | 2 | / | 1.0 | i | -1 | -3 | -5 | -2 | -8
[3] CCOC(=O)C1=C(SCC(=O)Nc2ccccc2)NC(=O)C(C#N)C12CCCCC2 (stereo not given)
→ -5 | -3 | -2 | 1.0 | i | 13 | -6 | 2 | 3 | 10
[4] Cc1ccc(C(O)(CNCc2ccccc2)c2ccccc2)cc1 (stereo not given)
→ 2 | 1 | 1 | -0.3 | i | 9 | -1 | -1 | -3 | -2
[5] O=C(Nc1ccccc1N1CCCC1)c1ccc2c(c1)OCO2
→ -2 | 1 | -1 | 0.4 | i | -3 | -8 | 1 | 3 | 3
[6] C/C(=N\NC(=O)c1ccc2c(c1)OCO2)c1ccc(O)cc1
→ 81* | -2 | 4 | -0.9 | i | 4 | -12 | -6 | -4 | 9
[7] O=C(OCC(=O)N1CCN(C(=O)c2ccco2)CC1)c1ccc(S(=O)(=O)N2CCCCC2)cc1
→ 0 | -3 | 6 | 0.5 | i | 4 | -2 | 2 | -2 | 6
[8] Cc1ccc(C(=O)N/C(=C\c2ccco2)C(=O)N2CC(C)OC(C)C2)cc1C (stereo not given)
→ -3 | 1 | -7 | -0.6 | i | 13 | -13 | -6 | 4 | -14
[9] C=CCn1c(C)cc(C(=O)Cn2nc(C(=O)O)c3ccccc3c2=O)c1C
→ -2 | -1 | 1 | 1.1 | i | 7 | -12 | -2 | 3 | 14
[10] CCCn1cc(NC(=O)c2cc(-c3ccccc3)on2)cn1
→ -2 | -4 | 9 | 0.9 | i | 31 | 29 | -3 | -1 | -10
[11] COc1ccc(CC(NC(C)=O)C(=O)NC2CCN(S(=O)(=O)c3ccccc3)CC2)c(OC)c1 (stereo not given)
→ 2 | -3 | 3 | -0.2 | i | -2 | -1 | -1 | -3 | 15
[12] CCC1CCCCN1C(=O)CSc1nnc(-c2c[nH]c3ccccc23)o1 (stereo not given)
→ -1 | 2 | -10 | 0.1 | i | 18 | -10 | 1 | -1 | 2
[13] Cc1nn2cc(-c3ccc(Cl)cc3)cnc2c1Cl
→ 1 | -3 | -2 | -1.5 | i | -4 | 4 | -3 | -2 | 4
[14] COc1ccccc1N(CC(=O)NC1CCCC1)S(=O)(=O)c1ccc(C)cc1
→ 1 | 2 | -1 | 1.0 | i | -14 | -5 | -1 | -4 | 10
[15] COc1ccc(C(=O)Nc2c3c(nn2C(C)(C)C)CS(=O)(=O)C3)cc1OC
→ -1 | 2 | 4 | 1.0 | i | 10 | -4 | -3 | -1 | 0
[16] CCC(C)c1ccccc1NC(=O)COC(=O)c1ccc(N2CCCC2)c([N+](=O)[O-])c1 (stereo not given)
→ 2 | 5 | 3 | 3.1 | i | -6 | -5 | -6 | -3 | 6
[17] CCCCC(=O)Nc1nc2ccc(C(=O)OC)cc2s1
→ -7 | -1 | -1 | -1.1 | i | 14 | -10 | 2 | 4 | -4
[18] O=C(N/C(=C\c1cccs1)C(=O)N1CCCCCC1)c1ccccc1
→ -2 | 0 | 3 | -0.8 | i | 3 | -2 | -1 | -3 | -4
[19] CC(C)(C)OC(=O)N1Cc2ccccc2C[C@H]1C(=O)N1CCC[C@H]1C(=O)O
→ -4 | -4 | -4 | -1.6 | i | 8 | -4 | -1 | -4 | 7
[20] CCOc1ccc(C(=O)OCC(=O)NCc2ccccc2)cc1OCC
→ -1 | -1 | 5 | -1.6 | i | -14 | -3 | -2 | -3 | -2
[21] CSc1nc2ncc(C(=O)O)c(N)n2n1
→ -1 | -4 | -1 | -1.9 | i | 4 | -7 | 3 | -5 | 7
[22] COc1ccc(C)cc1N(CC(=O)N1CCc2ccccc2C1)S(C)(=O)=O
→ -4 | 2 | -4 | -0.1 | i | 8 | -6 | -2 | 0 | 26*
[23] O=C(Cc1cn2ccsc2n1)Nc1nc2c(s1)CN(Cc1ccccc1)CC2
→ 56* | -1 | -8 | 61* | i | -7 | 22 | 17 | 35* | -27
[24] CN(C)C(CNC(C(=O)Nc1ccc([N+](=O)[O-])cc1Br)c1ccccc1)c1ccccc1 (stereo not given)
→ 0 | 5 | -1 | -1.0 | i | -4 | -2 | -24 | -13 | -3
[25] CC(OC(=O)C1CCCCC1)C(=O)Nc1cccc([N+](=O)[O-])c1 (stereo not given)
→ 2 | -2 | 11 | 0.1 | i | -7 | -6 | -29 | -1 | 5
[26] O=C(CNC(=O)c1ccco1)OCc1ccccc1Cl
→ -3 | -1 | 1 | 0.0 | i | 14 | -10 | 4 | -4 | 12
[27] CCCCCCNC(=O)CC(NS(=O)(=O)c1ccc(OC)cc1)C(C)C (stereo not given)
→ 1 | -1 | -2 | 0.0 | i | -4 | -11 | -4 | -8 | -14
[28] O=S(=O)(NC1CC1)c1ccc(S(=O)(=O)N(Cc2ccccn2)C2CCCC2)cc1
→ -2 | 0 | -1 | -0.4 | i | 7 | 6 | 2 | -2 | -4
[29] COc1cccc(C(=O)N2CCN(S(=O)(=O)Cc3ccccc3)CC2)c1OC
→ 7 | -1 | 1 | -0.5 | i | 22 | 5 | 0 | 5 | -4
[30] Cc1ncc([N+](=O)[O-])n1CC(=O)Nc1ccc(F)c(F)c1
→ -2 | -2 | -4 | 0.3 | i | 2 | -5 | -2 | -7 | 14
[31] COc1ccccc1C(=O)Nc1ccc(Br)c2cccnc12
→ -7 | -2 | -3 | 4.7 | i | 39* | -5 | 2 | -9 | -3
[32] CC(C(=O)c1c[nH]c(C(=O)N=CN(C)C)c1)c1ncc(C(F)(F)F)cc1Cl (stereo not given)
→ -4 | -3 | 0 | -1.2 | i | 0 | 0 | 4 | 9 | 2
[33] OC[C@@H]1CN(Cc2ccco2)C[C@H](n2cnc3c(NCc4ccncc4)ncnc32)O1
→ -1 | 4 | -2 | -0.9 | i | 8 | / | -2 | 2 | -14
[34] NC(=O)c1cc(-c2ccccc2)sc1NC(=O)CN1CCCCC1
→ -5 | 0 | 2 | 1.8 | i | 20 | -10 | -11 | -3 | -8
[35] C[C@]12C(=O)N(c3cccc(Cl)c3)C(=O)N1[C@H]1c3ccccc3OC[C@@H]1[C@H]2c1ccccc1
→ 0 | 1 | -1 | 0.8 | i | 6 | -10 | 0 | 9 | 0
[36] COc1ccc(CCNC(=O)c2cccc(S(=O)(=O)N3CCc4ccccc4C3)c2)cc1
→ -5 | 0 | 3 | 4.1 | i | 2 | -5 | -1 | -11 | -10
[37] CCCNC(=O)NS(=O)(=O)c1ccc(Cl)cc1
→ 2 | 0 | -3 | -1.4 | i | -9 | -4 | 1 | -1 | 0
[38] COc1ccc(/C=C2\SC(=O)N(CCC(=O)N3CCCCC3)C2=O)cc1OC
→ 1 | -1 | / | -0.4 | i | 6 | 2 | -32 | 3 | -3
[39] COc1ccc(CC(=O)Nc2cccc(S(=O)(=O)N3CCCCC3)c2)cc1
→ -5 | 0 | 6 | 0.4 | i | 3 | -2 | 7 | -4 | 7
[40] COc1cccc(-c2nnn(CC(=O)NC3CCCC3)n2)c1OC
→ 1 | -4 | 7 | -1.8 | i | -30 | -11 | 2 | -2 | -4

Sorted by number of heavy atoms (ascending): seven of the compounds above
Results follow in this order: DNMT1 block | STEP inh | MT1-MMP act inh | LMPTP block | Rpn11 block | SKN-1 block | Scp1 inh | SUMO1-SIM PPI | NadD inh | CendR NRP1 mod
[37] CCCNC(=O)NS(=O)(=O)c1ccc(Cl)cc1
→ 2 | 0 | -3 | -1.4 | i | -9 | -4 | 1 | -1 | 0
[31] COc1ccccc1C(=O)Nc1ccc(Br)c2cccnc12
→ -7 | -2 | -3 | 4.7 | i | 39* | -5 | 2 | -9 | -3
[40] COc1cccc(-c2nnn(CC(=O)NC3CCCC3)n2)c1OC
→ 1 | -4 | 7 | -1.8 | i | -30 | -11 | 2 | -2 | -4
[39] COc1ccc(CC(=O)Nc2cccc(S(=O)(=O)N3CCCCC3)c2)cc1
→ -5 | 0 | 6 | 0.4 | i | 3 | -2 | 7 | -4 | 7
[38] COc1ccc(/C=C2\SC(=O)N(CCC(=O)N3CCCCC3)C2=O)cc1OC
→ 1 | -1 | / | -0.4 | i | 6 | 2 | -32 | 3 | -3
[33] OC[C@@H]1CN(Cc2ccco2)C[C@H](n2cnc3c(NCc4ccncc4)ncnc32)O1
→ -1 | 4 | -2 | -0.9 | i | 8 | / | -2 | 2 | -14
[36] COc1ccc(CCNC(=O)c2cccc(S(=O)(=O)N3CCc4ccccc4C3)c2)cc1
→ -5 | 0 | 3 | 4.1 | i | 2 | -5 | -1 | -11 | -10

New compounds follow
Results follow in this order: DNMT1 block | STEP inh | MT1-MMP act inh | LMPTP block | Rpn11 block | SKN-1 block | Scp1 inh | SUMO1-SIM PPI | NadD inh | CendR NRP1 mod
[41] CCOc1ccc(Br)cc1C(=O)N/N=C/c1cccc(C)n1
→ 1 | -3 | 5 | -2.1 | i | 7 | -8 | 6 | -4 | 1
[42] CC1CCCC(C)N1C(=O)COC(=O)c1cc(Br)ccc1Cl (stereo not given)
→ -1 | 1 | -4 | -0.3 | i | -3 | -10 | 0 | -5 | 3
[43] CC(C)(C)NC(=O)NC(=O)COc1ccc(Br)cc1Br
→ 3 | -3 | 4 | 1.8 | i | 22 | -11 | 1 | -7 | -1
[44] CCCn1c(SCC(=O)Nc2ccc3c(c2)OCO3)nc2c1c(=O)n(C)c(=O)n2C
→ -4 | 0 | 0 | 0.3 | i | -19 | -7 | 6 | 3 | -4
[45] O=C(Cc1ccc(F)cc1)NC1CCCC1
→ 4 | 1 | -5 | -1.8 | i | 18 | -7 | -1 | 0 | 12
[46] Cc1ccccc1N1CCN(CCCOc2ccc3c(C)cc(=O)oc3c2)CC1
→ -4 | 0 | -7 | 2.7 | i | 5 | -5 | 0 | 7 | -10
[47] Cc1cc(C)c(NC(=O)COC(=O)c2ccc([N+](=O)[O-])s2)c(C)c1
→ -12 | -4 | -4 | -1.1 | i | 5 | -5 | 5 | -2 | 2

Full records as entered above. Order of values: DNMT1 block	STEP inh	MT1-MMP act inh	LMPTP block	Rpn11 block	SKN-1 block	Scp1 inh	SUMO1-SIM PPI	NadD inh	CendR NRP1 mod
Cc1ccccc1N1CCN(CCCOc2ccc3c(C)cc(=O)oc3c2)CC1 in the list: -4	0	-7	2.7	i	5	-5	0	7	-10
O=C(Cc1cn2ccsc2n1)Nc1nc2c(s1)CN(Cc1ccccc1)CC2 in the list: 56*	-1	-8	61*	i	-7	22	17	35*	-27
COc1ccc(/C=C2\SC(=O)N(CCC(=O)N3CCCCC3)C2=O)cc1OC in the list: 1	-1	/	-0.4	i	6	2	-32	3	-3
